Bioassay records from PubChem.
H69AR growth 86K – blocks growth of human H69AR lung tumor cells | H69AR lung tumor viability, ATP luminescence, 72 h; hits give low values | viability, % at 10 µM | actives 6% (n = 85,000) | AID 598;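 active = viability at or below 40%; inactive = viability above 40%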;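 note: multidrug resistant small cell line overexpressing MRP-1 efflux transporter; 100% = mean luminescence of untreated control wells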
Lung fibro prol – blocks proliferation of human lung fibroblasts | LL 47 human lung fibroblast viability, ATP luminescence; hits give low values | viability, % at 10 µM | actives 1.1% (n = 85,000);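 active = viability at or below 50% in the single dose screen; inactive = viability above 50%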;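 note: compound exposure lasted 72 h before the ATP readout; 100% = median luminescence of untreated cell-only wells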
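Times – overnight cell rest, 72 h compound treatment at 37 °C · Test system – human lung fibroblast line LL 47, low passage · Amount – 1,150 cells in each well · Controls – cell-only wells, no compound · Doses – 0.1% DMSO in all compound wells · Measured by – CellTiter-Glo luminescence · Buffer or medium – IMEM plus 15% FBS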
hDAT+cocaine – changed human dopamine transporter uptake under cocaine IC80; AID 449768; actives 1.3% (n = 110,000); Q01959; LLC-PK1 hDAT cells, [14C]-dopamine uptake with cocaine IC80; actives deviate in either direction; B-score at 10 µM;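 active = Z score or B-score, a plate-position-corrected score, falls beyond the plate's 99.7% confidence bounds, in either direction; inactive = both scores lie inside the 99.7% bounds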;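 note: scored against the spread of the other compound wells on the same plate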
Target sequence (Q01959 whole entry, looked up): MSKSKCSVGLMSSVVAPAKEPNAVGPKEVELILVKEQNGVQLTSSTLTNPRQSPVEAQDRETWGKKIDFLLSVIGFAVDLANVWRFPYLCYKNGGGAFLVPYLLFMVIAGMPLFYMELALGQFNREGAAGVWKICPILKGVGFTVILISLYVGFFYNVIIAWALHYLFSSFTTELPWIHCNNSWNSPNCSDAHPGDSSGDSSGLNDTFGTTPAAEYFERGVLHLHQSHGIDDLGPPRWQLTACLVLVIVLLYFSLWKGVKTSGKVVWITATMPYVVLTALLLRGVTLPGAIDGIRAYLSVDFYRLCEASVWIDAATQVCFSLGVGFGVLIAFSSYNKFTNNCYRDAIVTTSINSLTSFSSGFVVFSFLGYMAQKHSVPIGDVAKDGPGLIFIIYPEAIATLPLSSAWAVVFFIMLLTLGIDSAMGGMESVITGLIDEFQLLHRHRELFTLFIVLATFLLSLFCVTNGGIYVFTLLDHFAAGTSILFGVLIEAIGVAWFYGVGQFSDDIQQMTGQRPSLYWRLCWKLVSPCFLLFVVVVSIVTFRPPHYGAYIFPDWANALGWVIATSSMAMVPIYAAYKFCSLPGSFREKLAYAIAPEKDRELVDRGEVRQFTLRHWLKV
PostGolgi ctrl – yeast control strain growth, post-Golgi counter-screen | actives 5% (n = 98,000) | inhibition, % at 10 µM | efflux-deficient yeast background strain, growth absorbance A615, 16 h | AID 738
Ecoli WT expand – E. coli BW25113 growth inhibition, expanded screen | growth inhibition, % at 100 µM | OD600 absorbance | AID 710 | actives 0.15% (n = 98,000);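 active = growth inhibition above about 50% at one test dose, limit read from the data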;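 note: growth measured after 20 h incubation at 37 °C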
PostGolgi yeast – growth inhibition of a yeast mutant, post-Golgi transport screen | post-Golgi transport phenotypic cell assay | inhibition, % at 10 µM | actives 0.9% (n = 98,000) | AID 739;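 note: yeast cells grown in 1536-well plates; yeast grown about 18 h at 30C before absorbance read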
S1P2 agonist – agonists of human S1P2 receptor; O95136; S1P2-expressing cell line, agonist reporter read-out; activation, % at 4.5 µM; actives 0.46% (n = 97,000); in the data active = activation above about 16%;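 note: 0% = vehicle low control and 100% = maximal reference agonist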
S1P2 blocker – blocks the human S1P2 receptor; actives 0.21% (n = 97,000); O95136; cell-based S1P2 antagonist assay, inhibition at 5 uM; inhibition, % at 5 µM; AID 736; in the data active = inhibition above about 45%;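 note: CRE beta-lactamase reporter cells expressing human S1P2 stimulated with S1P; 0% = agonist at EC80 alone and 100% = agonist plus reference antagonist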
HUVEC prolif 384 – human endothelial cell proliferation inhibition | HUVEC proliferation, CellTiter-Glo luminescence, 72 h; hits give low values | viability, % at 10 µM (by protocol) | actives 1.1% (n = 86,000) | AID 648;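 active = viability at or below 30%; inactive = viability above 30%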;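 note: 100% = median luminescence of DMSO-only cell control wells on each plate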
Numbers without * were called inactive; nt = no result given. Cut-off read from the data, not from the text of the source, unless noted: active = inhibition above about 30%; inactive = the rest. Outcome played no part in choosing rows; about 11% have a hit in one of these screens.

Codes: A = H69AR growth 86K; B = Lung fibro prol; C = hDAT+cocaine; D = PostGolgi ctrl; E = Ecoli WT expand; F = PostGolgi yeast; G = S1P2 agonist; H = S1P2 blocker; I = HUVEC prolif 384
Cc1cc(C)n(CC(O)COc2ccccc2C(=O)Nc2ccccc2)n1 (configuration not stated)
  A = 66; B = 94; C = -0.47; D = 29; E = -2; F = -3; G = -6; H = 13; I = 104

CC(=O)NC1CC2CCCC(C1)N2C(=O)Nc1ccccc1 (configuration not stated)
  A = 98; B = 100; C = 0.16; D = 10; E = -1; F = -4; G = -1; H = 20; I = 104

CCOC(=O)CNC(=O)C(=O)c1c(O)[nH]c2ccccc12
  A = 92; B = 48*; C = -0.25; D = -7; E = 6; F = -7; G = -2; H = 24; I = 97

CCOC(=O)C1CCN(C(=O)C2CCN(c3nc4ccc(OC)cc4s3)CC2)CC1
  A = nt; B = 97; C = -8.2*; D = 7; E = 3; F = -3; G = -4; H = 3; I = 105

Cc1ccc(S(=O)(=O)c2nc(-c3ccc(F)cc3)oc2SCC(N)=O)cc1
  A = nt; B = nt; C = -0.13; D = 18; E = -2; F = 7; G = -1; H = 12; I = nt

Cc1noc(C)c1C(=O)N1CCCC1
  A = 84; B = 104; C = -1.1; D = -7; E = 2; F = 1; G = -3; H = -20; I = 101

Fc1cccc(F)c1CSc1nc2ccccc2[nH]1
  A = 81; B = 92; C = 0.044; D = 13; E = 14; F = 4; G = -4; H = -4; I = 87

CCc1cccc(C)c1NC(=O)C1C2CCC(O2)C1C(=O)O (configuration not stated)
  A = 98; B = 96; C = -0.41; D = 10; E = 6; F = 10; G = 0; H = -7; I = 87

O=C(Nc1ccccc1)c1ccc(CSc2ncccn2)cc1
  A = nt; B = nt; C = -0.78; D = 9; E = 2; F = -2; G = -8; H = 11; I = nt

CN(C)c1oc(-c2cccs2)nc1C#N
  A = 96; B = 104; C = nt; D = 1; E = 0; F = -13; G = -6; H = 6; I = 90

Retrieved one by one from the entries so far, 3 records:
Codes: A = H69AR growth 86K; B = Lung fibro prol; C = hDAT+cocaine; D = PostGolgi ctrl; E = Ecoli WT expand; F = PostGolgi yeast; G = S1P2 agonist; H = S1P2 blocker; I = HUVEC prolif 384
CCOC(=O)CNC(=O)C(=O)c1c(O)[nH]c2ccccc12
  A = 92; B = 48*; C = -0.25; D = -7; E = 6; F = -7; G = -2; H = 24; I = 97

Fc1cccc(F)c1CSc1nc2ccccc2[nH]1
  A = 81; B = 92; C = 0.044; D = 13; E = 14; F = 4; G = -4; H = -4; I = 87

Cc1cc(C)n(CC(O)COc2ccccc2C(=O)Nc2ccccc2)n1 (configuration not stated)
  A = 66; B = 94; C = -0.47; D = 29; E = -2; F = -3; G = -6; H = 13; I = 104

Continuation.
Codes: A = H69AR growth 86K; B = Lung fibro prol; C = hDAT+cocaine; D = PostGolgi ctrl; E = Ecoli WT expand; F = PostGolgi yeast; G = S1P2 agonist; H = S1P2 blocker; I = HUVEC prolif 384
COc1ccc(/C=N/NC(=O)c2ccc(COc3ccccc3Cl)o2)cc1
  A = nt; B = nt; C = nt; D = 7; E = -8; F = -13; G = -9; H = -11; I = nt

O=C(Nc1cc(S(=O)(=O)N2CCOCC2)ccc1Cl)C(=O)c1c(-c2ccccc2)cc2ccccn12
  A = 102; B = 105; C = 1.3; D = 100*; E = -10; F = 93*; G = -2; H = 12; I = 105

COC(=O)c1cc2n(n1)CCN(Cc1ccc(F)cc1)C2=O
  A = nt; B = nt; C = 0.55; D = -3; E = 9; F = 5; G = -4; H = 13; I = nt

CCCOc1c(Cl)cc(C(=O)Nc2ccc3c(c2)OCO3)cc1OCC
  A = nt; B = nt; C = -0.32; D = 18; E = 2; F = 4; G = -2; H = -33; I = nt

COc1ccc(-n2c(COc3ccc(C)cc3)nnc2SCC(N)=O)cc1
  A = 91; B = 96; C = 0.49; D = -2; E = 8; F = -7; G = -1; H = 1; I = 97

CCSc1nc2ccccc2n1C(=O)Oc1ccccc1
  A = 90; B = 99; C = 0.08; D = nt; E = nt; F = nt; G = -5; H = -27; I = 89

COCCNC(=O)CN1CCC(NC(=O)C(C)(C)C)CC1
  A = nt; B = nt; C = 1.1; D = 13; E = -5; F = 37*; G = -9; H = 2; I = nt

CCCn1c2c(c(O)c(C(=O)NC)c1=O)CCCC2
  A = 92; B = 87; C = -0.33; D = 7; E = 7; F = -7; G = -3; H = -3; I = 86

COC(=O)c1[nH]c2ccc(C)cc2c1NC(=O)Nc1ccc(OC)cc1
  A = nt; B = nt; C = -0.02; D = 0; E = -7; F = -11; G = -3; H = -5; I = nt

C=CCOC(=O)C1=C(C)Nc2nnnn2C1c1cccs1 (configuration not stated)
  A = 42; B = 93; C = -1.1; D = 11; E = 11; F = 0; G = -7; H = 1; I = 108

Arranged by value in S1P2 agonist (falling): some entries from above.
SMILES	hDAT+cocaine	S1P2 agonist	S1P2 blocker
CCCOc1c(Cl)cc(C(=O)Nc2ccc3c(c2)OCO3)cc1OCC	-0.32	-2	-33
CCCn1c2c(c(O)c(C(=O)NC)c1=O)CCCC2	-0.33	-3	-3
COCCNC(=O)CN1CCC(NC(=O)C(C)(C)C)CC1	1.1	-9	2

Further structures.
Codes: A = H69AR growth 86K; B = Lung fibro prol; C = hDAT+cocaine; D = PostGolgi ctrl; E = Ecoli WT expand; F = PostGolgi yeast; G = S1P2 agonist; H = S1P2 blocker; I = HUVEC prolif 384
O=C(NCc1ccco1)c1ccc2snnc2c1
  A = nt; B = nt; C = 1.6; D = 6; E = 7; F = -4; G = -4; H = 9; I = nt

CCOC(=O)c1ccc(S(=O)(=O)N2CCN(CC(=O)NC(=O)NC3CCCCC3)CC2)cc1
  A = 102; B = nt; C = 0.17; D = 6; E = -5; F = 5; G = -9; H = 20; I = 100

CSc1ccccc1NC(=O)C1CCCO1 (configuration not stated)
  A = 91; B = 92; C = -0.43; D = nt; E = nt; F = nt; G = nt; H = nt; I = 92

Cc1cc(NC(=O)c2ccc(NC(=O)C(C)C)cc2)no1
  A = 64; B = 107; C = 0.019; D = -3; E = 2; F = 12; G = -3; H = -16; I = 93

Cc1c(NC(=O)C2CC(c3c(F)cccc3Cl)=NO2)c(=O)n(-c2ccccc2)n1C (configuration not stated)
  A = 91; B = 97; C = -0.017; D = 3; E = -2; F = 0; G = 0; H = -9; I = 85

O=C(O)COc1ccc(-c2nnn(CC(=O)O)n2)cc1
  A = 91; B = 102; C = -1.3; D = 7; E = 0; F = -3; G = -6; H = 20; I = 101

Cc1ccc(NC(=O)c2noc3c2CCCCC3)cc1C
  A = 104; B = 96; C = nt; D = 1; E = -9; F = -1; G = nt; H = nt; I = 107

COc1ccc(OCCNc2cc(N3CCOCC3)ccc2[N+](=O)[O-])cc1
  A = nt; B = nt; C = nt; D = 14; E = -18; F = -1; G = -2; H = 9; I = nt

COc1ccc(C(=O)c2ccccc2)cc1Br
  A = nt; B = nt; C = 0.49; D = 9; E = 3; F = 0; G = -6; H = -1; I = nt

O=C(Cn1cnc2ccccc2c1=O)NCCC(=O)Nc1ccc2c(c1)OCCO2
  A = 103; B = 108; C = -0.52; D = 6; E = -2; F = 2; G = -5; H = 8; I = 101

CCN1CCN(C(C)C(=O)Nc2c(C)n(C)n(-c3ccccc3)c2=O)CC1 (configuration not stated)
  A = 88; B = 96; C = 0.097; D = 5; E = -4; F = 4; G = -5; H = 6; I = 92

C/C(=N/NS(=O)(=O)c1ccc(F)cc1)c1ccc(NC(=O)c2ccc(C)o2)cc1
  A = nt; B = nt; C = 0.59; D = -6; E = 8; F = 0; G = -1; H = -4; I = nt
